Compound activity from PubChem BioAssay.
TDP1 block: blocks human tyrosyl-DNA phosphodiesterase 1 | Q9NUW8 | recombinant TDP1, AlphaScreen DNA substrate cleavage | Potency, µM (series often up to 130 µM), for inactives: at the highest dose activity change, negative = inhibition, actives largely listed as inhibitors | hit rate 0.28% among 350,000; further: nearly all actives have a fitted effect of over 40% in size
Target sequence (Q9NUW8 whole entry, looked up): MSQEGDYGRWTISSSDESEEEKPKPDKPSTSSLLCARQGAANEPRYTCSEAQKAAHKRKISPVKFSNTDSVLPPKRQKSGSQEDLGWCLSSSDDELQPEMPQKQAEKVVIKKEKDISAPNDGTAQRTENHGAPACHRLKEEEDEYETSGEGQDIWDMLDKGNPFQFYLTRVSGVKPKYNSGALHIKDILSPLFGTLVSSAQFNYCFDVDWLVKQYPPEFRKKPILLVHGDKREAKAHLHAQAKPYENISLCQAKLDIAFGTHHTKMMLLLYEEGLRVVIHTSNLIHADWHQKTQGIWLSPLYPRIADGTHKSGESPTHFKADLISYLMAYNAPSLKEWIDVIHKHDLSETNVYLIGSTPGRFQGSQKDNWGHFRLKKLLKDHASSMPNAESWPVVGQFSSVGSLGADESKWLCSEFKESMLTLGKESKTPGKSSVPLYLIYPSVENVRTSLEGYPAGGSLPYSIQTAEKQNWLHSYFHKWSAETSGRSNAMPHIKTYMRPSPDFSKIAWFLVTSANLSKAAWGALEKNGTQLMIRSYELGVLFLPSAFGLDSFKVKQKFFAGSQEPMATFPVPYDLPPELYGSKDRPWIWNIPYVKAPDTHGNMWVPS
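Compounds were preincubated with Tdp1 (1 nM final) for 15 min at room temperature before substrate (15 nM final) started a 5 min reaction; beads (10 ug/ml final) were then added for 10 min before AlphaScreen detection.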
TDP1 cell noCPT: qHTS for Inhibitors of human tyrosyl-DNA phosphodiesterase 1 (TDP1): qHTS in cells in absence of CPT; DT40 Tdp1-/- hTDP1 cells, no CPT, ATP luminescence, 48 h; Potency, µM (series often up to 46.2 µM), for the others: at the top dose activity change, negative = growth inhibition, usual class: inhibitors; hit rate 15% among 420,000; further: nearly all actives have a fitted effect of over 55% in size
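Camptothecin absent (DMSO only). Human TDP1-complemented DT40 knockout cells, 400 cells/well, 37 °C for minimum 48 hr; ATP measured via CellTiter-Glo, 30 min dark incubation, luminescence.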
KAT2A inh: GCN5L2 (KAT2A) acetyltransferase inhibition | hit rate 0.21% among 390,000 | Potency, µM (doses to about 58.9 µM), inactives show at the highest dose activity change, negative = inhibition, hits mostly inhibitors | GCN5L2 HAT assay, ThioGlo1 CoA-SH fluorescence | AID 504327 | Q92830
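Enzyme at 20nM final was mixed with library compounds for 15 min at room temperature. Peptide H3(1-25) at 75uM, acetyl-CoA at 70uM and ThioGlo1 at 50uM were then added. Plates were read immediately and after 20 min (Ex340nm/Em540nm).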
Active calls of the source: *; ? = inconclusive; . = not tested or not shown; & = joins results of further samples; [ ] = another dose, or the depositor's remark. The call rests on the fitted dose curve; in most records, active means well fitted curve in the direction sought with a large enough effect; inconclusive means small, poorly fitted or top-dose-only effect, or another doubt; inactive means no such curve, though single readings can be large; an effect the other way counts as inactive or inconclusive. On the % scale 0 is the no-effect control and ±100 the full control effect; potency means the concentration at half of the fitted maximal effect. An excerpt; rates above refer to the full screens.

mol	TDP1 block	TDP1 cell noCPT	KAT2A inh
CCc1ccc(/C=N/NC(=S)NCCc2ccccc2)cc1	8.5%	16.4µM*	-4.9%
COC(=O)CCC(=O)Nc1ccc(OC)cc1	8.0%	11.7%	-6.3%
CCN(CC(=O)Nc1ccc2c(c1)OCCO2)C(=O)c1ccc(C)c(S(=O)(=O)N2CCOCC2)c1	.	-23.4%	2.4%
CC(Oc1ccc2ccccc2c1)C(=O)NNC(=O)Nc1ccccc1 (stereo unspecified)	3.1%	-14.8%	-2.0%
Cc1ccc(N(Cc2cc3ccc(C)cc3[nH]c2=O)S(=O)(=O)c2ccccc2)c(C)c1	3.8%[56.1 µM]	?	3.0%
CCc1ccc(CNC(=O)C2CCN(c3nc4ccccc4nc3C(F)(F)F)CC2)cc1	0.0%	?	2.6%
CC(=NCc1cccc(Cl)c1)c1nc(-c2ccco2)oc1O	5.1%	?	-1.7%
CC1=CC(=O)C2=C(C)C[C@H](OC(=O)Cc3ccccc3)C3[C@H](OC(=O)[C@H]3C)C12 (stereo partly specified)	8.1%	?	.
O=C(CSCc1nc2ccccc2[nH]1)N1CCN(c2cccc(Cl)c2)CC1	7.7%	?	-4.5%
COc1ccc2oc(C(=O)OCC(=O)Nc3ccc(OC)c(S(N)(=O)=O)c3)c(C)c2c1	.	-21.8%	3.3%
CC(C)(C)c1ccc(OCC(=O)NNC(=O)Nc2ccccc2)cc1	2.4%	-2.3%	-5.6%
O=C(O)CCCCCCCCCC(=O)c1cccs1	-3.1%	-1.2%	0.8%
O=c1c2sc3nc(N4CCOCC4)c4c(c3c2ncn1-c1ccccc1)CCCC4	6.9%	?	-7.7%
O=C(CCl)NN1C(=O)NC(c2ccccc2)(c2ccccc2)C1=O	8.8%	20.6µM*	-1.2%
COc1ccc(S(=O)(=O)Nc2ccc(O)c(Sc3ncn[nH]3)c2)cc1	.	-16.8%	3.8%
O=C(COC(=O)Cc1c[nH]c2ccccc12)NC1CCCCC1	2.4%	-11.0%	-0.4%
C/C(CC(=O)Nc1cccc2c1CCCC2)=N\NC=O	-2.4%	4.5%	-4.8%
CC[C@@H](C)[C@@H]1CN([C@@H](CN2CCC[C@H]2CN2C(N)=NC[C@H]2CC(C)C)C(C)C)C(=N)N1CCCC1CCCC1	-3.1%	?	-0.9%
O=C(NCc1ccc2c(c1)CCN2C(=O)c1ccc(F)cc1)c1ccco1	1.5%	?	-1.0%
Cc1ccc(-c2noc(-c3ccc(NCC4CCCO4)c([N+](=O)[O-])c3)n2)cc1 (stereo unspecified)	5.7%	?	-4.1%
CC1=C(C(=O)OCC2CCCO2)C(c2ccc(C)cc2)C2=C(CCCC2=O)N1 (stereo unspecified)	1.3%	-12.9%	-11.8%
COc1ccccc1CCCNC(=O)C1CCC(=O)N(Cc2ccccc2F)C1 (stereo unspecified)	2.8%	?	-5.0%
CCN1C(=O)CC(NNC(=O)c2ccc(Cl)cc2)C1=O (stereo unspecified)	2.0%	10.6%	3.2%
O=C(N/N=C/c1ccc(Br)s1)c1cccnc1	-5.1%	-10.7%	-0.3%
Cc1onc(-c2ccccc2Cl)c1C(=O)N1CCCCCC1	-4.1%	-22.4%	-5.7%
CC1(C)Cc2c(C#N)c(NCc3ccco3)nc(-c3ccco3)c2CO1	-4.4%	?	-12.4%
COc1ccc(C(=O)COc2ccc3ccc(=O)oc3c2)cc1	-1.2%	-20.4%	-12.6%
CCOc1ccc(CC(=O)NC2CC(=O)N(c3ccc4c(c3)OCCO4)C2)cc1 (stereo unspecified)	-2.6%	5.3%	2.3%
N/C(=N\S(=O)(=O)c1cccs1)c1ccccc1	4.5%	-15.6%	-0.7%
CN1C(=O)C(C)(C)c2cc(S(=O)(=O)NCC(=O)NCc3ccccc3)ccc21	.	-0.7%	?

The final five entries of the part before lead into the next:
mol	TDP1 block	TDP1 cell noCPT	KAT2A inh
CC1(C)Cc2c(C#N)c(NCc3ccco3)nc(-c3ccco3)c2CO1	-4.4%	?	-12.4%
COc1ccc(C(=O)COc2ccc3ccc(=O)oc3c2)cc1	-1.2%	-20.4%	-12.6%
CCOc1ccc(CC(=O)NC2CC(=O)N(c3ccc4c(c3)OCCO4)C2)cc1 (stereo unspecified)	-2.6%	5.3%	2.3%
N/C(=N\S(=O)(=O)c1cccs1)c1ccccc1	4.5%	-15.6%	-0.7%
CN1C(=O)C(C)(C)c2cc(S(=O)(=O)NCC(=O)NCc3ccccc3)ccc21	.	-0.7%	?
CCOC(=O)c1[nH]c(C)c(CN(CCc2ccc(OC)c(OC)c2)C(=O)CCCC(=O)O)c1C	3.9%	-2.3%	-8.8%
CC(C)Cn1cnc2c1c(=O)n(CC(=O)NC(=O)NC(C)(C)C)c(=O)n2Cc1ccccc1	2.7%	-21.3%	-2.8%
O=c1oc2ccccc2cc1-c1csc(NN=C2CCCCC2)n1	7.5%	18.4µM*	-7.8%
COc1c(C)cccc1C(=O)NCc1ccc2c(c1)OCO2	.	-19.3%	17.3%
O=c1cc(CN2CCN(C/C=C/c3ccccc3)CC2)c2cc(O)ccc2o1	1.0%	?	-0.5%
O=C(c1csc2c1CCCC2)N1CCN(c2cccc(C(F)(F)F)c2)CC1	-4.5%	14.6µM*	-18.8%
Cc1ccccc1C(=O)NNC(=O)/C=C/c1ccccc1	0.0%	-0.4%	-13.0%
CCCc1ncc(C(O)c2cccc(OC)c2)n1C (stereo unspecified)	.	-26.0%	-2.4%
CCOC(=O)CCc1cccc2c1CCC2=O	1.1%	-10.8%	1.6%
Cc1cc(=O)oc2cc(OCC(=O)NC3CCCCC3)c(Cl)cc12	0.2%	-16.3%	-1.8%
COC(=O)c1ccc(NC(=O)CC(=O)Nc2ccc(C(=O)OC)cc2)cc1	.	17.8%	-1.6%
NS(=O)(=O)c1ccc(CCNS(=O)(=O)c2cccc3nsnc23)cc1	0.7%	0.7%	-18.4%
O=C(NCc1ccco1)c1ccc(Cl)c(S(=O)(=O)N2CCOCC2)c1	8.7%	3.8%	-1.8%
COc1ccc2oc(=O)c(-c3nnc(NCc4ccco4)s3)cc2c1	-6.8%	3.66µM*	-12.4%
CC1CN2C(c3ccc([N+](=O)[O-])cc3)=CSC2=N1 (stereo unspecified)	.	-7.0%	-8.9%
CCC1=NN(C(=O)c2ccc(Br)cc2)C(O)(c2ccccc2)C1 (stereo unspecified)	2.6%	6.51µM*	-4.7%
CCc1ccc(OCC(=O)NNC(=O)CSc2nnc(-c3ccc(C)cc3)n2C)cc1	5.7%	-19.4%	-16.1%
Cc1ccc(NC(=O)CSc2nc3nc(C)c(Br)cc3[nH]2)cc1F	2.7%	?	-0.8%
CCOC(=O)c1ccc(-n2c(C)ccc2C)cc1	7.1%	-5.1%	-2.8%
CCCCN(C(=O)CCCc1nc2ccccc2s1)c1c(N)n(CC(C)C)c(=O)[nH]c1=O	0.1%	-0.6%	-2.2%
COc1ccccc1NC(=O)Cn1c(=O)n2nc(C)nc2c2ccccc21	6.1%	-14.6%	-4.4%
FC(F)(F)c1cnc2c(c1)[nH]c(=S)n2-c1ccc(Cl)cc1	.	?	17.1%
CCOC(=O)N1CCC(=NNc2ccnc3cc(Cl)ccc23)CC1	8.1%	?	-3.3%
CN1/C(=C\C(=O)Nc2ccc(Br)cc2)C(C)(C)c2ccccc21	5.4%	-9.0%	-15.0%
CN(C(=O)c1ccc(NC(=O)Cc2ccc(NC(=O)C3CCCN(C(=O)C4CCC4)C3)cc2)cc1)C1CC1 (stereo unspecified)	4.4%	-26.1%	-3.8%
O=C(CN1CCN(c2ccc(F)cc2)CC1)OCc1ccccc1	2.6%	-22.5%	-7.2%
COc1ccc(C)cc1-n1c(SCC(=O)Nc2cccc(C(=O)O)c2)nc2ccccc2c1=O	2.5%	0.3%	-5.3%
CCC1CC2CC(NC(C)=O)C1C2 (stereo unspecified)	6.0%	-4.4%	?
O=C(c1ccco1)N1CCN(c2cc(N3CCOCC3)c(F)cc2[N+](=O)[O-])CC1	5.4%	-23.1%	12.7%
COc1ccc(C(=O)NCC(c2cccnc2)N2CCN(c3ccccc3OC)CC2)cc1OC (stereo unspecified)	0.0%	?	-12.2%

Sorted by length of the SMILES (low to high): part of the list above
mol	TDP1 block	TDP1 cell noCPT	KAT2A inh
Cc1onc(-c2ccccc2Cl)c1C(=O)N1CCCCCC1	-4.1%	-22.4%	-5.7%
O=C(CN1CCN(c2ccc(F)cc2)CC1)OCc1ccccc1	2.6%	-22.5%	-7.2%
CC(C)(C)c1ccc(OCC(=O)NNC(=O)Nc2ccccc2)cc1	2.4%	-2.3%	-5.6%

The list continues:
mol	TDP1 block	TDP1 cell noCPT	KAT2A inh
CC1CCC(NC(=O)CNC(=O)c2cccs2)CC1 (stereo unspecified)	2.4%	19.7%	-1.5%
COCCOc1cc(N)c(Cl)cc1Cl	0.5%	-14.5%	-4.0%
O=C(c1c[nH]c2ccccc2c1=O)N1CCCCCC1	-2.5%	-23.9%	1.3%
CS(=O)(=O)Nc1ccccc1C(=O)Nc1cc2c(cc1C(=O)O)OCCCO2	3.2%	-5.2%	-2.3%
CC(C)c1ccc(-c2csc3ncnc(N4CCN(C)CC4)c23)cc1	.	11.6µM*	-4.0%
COc1ccc(C(=O)Nc2ccc3nc(SCC(=O)N4CCc5ccccc54)sc3c2)cc1	-1.6%	5.17µM*	-4.9%
CS(=O)(=O)N(CC(=O)N1CCN(c2ccccc2F)CC1)C1CCCCC1	4.8%	?	-5.7%
CCCCCCCCNC1=CC(=O)CC(C)(C)C1	2.4%	16.4µM*	-3.0%
Cn1c(SCc2ccccc2F)nnc1-c1ccccn1	0.0%	?	2.8%
CC(=O)c1cccc(NC(=O)C2=CC(c3ccc(F)cc3)=NS(=O)(=O)N2C)c1	5.7%	?	-5.3%
Cc1cc(NC(=O)COC(=O)c2ccccc2[N+](=O)[O-])no1	5.9%	6.4%	-4.1%
O=C(CS(=O)(=O)c1ccc(Cl)cc1)NCc1ccccc1	2.0%	-12.7%	-6.8%
O=C(Nc1nc2ccccc2s1)C1c2ccccc2Oc2ccccc21	5.4%	16.4µM*	-14.5%
CC1=C(C#N)C(NC(=O)C2CCCCC2)(C(F)(F)F)C(=O)N1 (stereo unspecified)	-1.0%	1.1%	-5.0%
Cc1ccc(-n2nnnc2SCC(=O)Nc2ncc(Cc3ccccc3Cl)s2)cc1	5.5%	-23.9%	-6.0%
O=C(COc1ccc(Cl)cc1)Nc1ccccc1N1CCOCC1	7.1%	.	-3.7%
O=C(CCn1cccc1)NCc1ccc2c(c1)OCO2	?	3.9%	1.5%
Cc1nc2c(OCc3ccccc3)cccn2c1CC#N	-7.4%&15.7%[56.1 µM]	-56.1%	-6.8%
COCCn1c(SCc2cc(=O)n3ccsc3n2)nnc1-c1ccncc1	-7.9%	4.2%	-1.4%
Cc1ccc(NC(=O)Cn2c(=O)n(CC(=O)NCCc3ccccc3)c(=O)c3ccccc32)cc1	-2.5%	-13.6%	-3.9%
COc1cc(NC(=O)c2cc([N+](=O)[O-])ccc2NC(=O)CNC2CCCCC2C)cc(OC)c1 (stereo unspecified)	.	?	-12.8%
Cc1ccc(N/C=C/C(=O)c2cccs2)cc1C	8.2%	-2.4%	-18.6%
Cc1cc(OCCN2CCOCC2)ccc1Cl	.	1.4%	-3.7%
Cc1cccn2c(CN3CCSCC3)c(C(=O)N3CCOCC3)nc12	2.7%	18.6%	?
Cc1ccc(N(C(=O)c2ccco2)C(C(=O)NC2CCCC2)c2cccnc2)cc1C (stereo unspecified)	.	-7.1%	0.6%
Cc1ccc(C)c(S(=O)(=O)/N=C(/Nc2ccccc2)c2ccccc2)c1	-2.2%	?	-9.3%
O=C(COc1ccccc1Cl)N1CCN(c2ccc([N+](=O)[O-])c(N3CCCCC3)c2)CC1	0.0%	23.1µM*	-25.5%
O=C(Nc1ccc(-n2nncc2-c2ccccc2)cc1)c1cccc(F)c1	7.8%	?	1.1%
CCN(CC)S(=O)(=O)c1ccc(N2CCOCC2)c(NC(=O)CNCCc2ccccc2)c1	0.0%	18.4µM*	-12.4%
C#CCNC(=O)C1=C[C@@H](c2csc3ccccc23)C[C@@H](OCc2ccc(CO)cc2)O1	7.7%	?	-6.7%
CCOC(=O)c1c(C)[nH]c(C)c1C(=O)CSc1nc2ccccc2c(=O)n1-c1ccc(Cl)cc1	4.5%	18.4µM*	-14.7%
Cc1c(NC(=O)C(C)N2C(=O)C3CCCCC3C2=O)c(=O)n(-c2ccccc2)n1C (stereo unspecified)	-7.9%	-2.3%	-3.3%
CCCCCn1c(CCCNC(=O)CC)nc2ccccc21	2.6%	16.4µM*	-0.2%
